# SW480 rerep: induces DNA re-replication in SW480 colon adenocarcinoma cells; SW480 DNA re-replication, Hoechst DNA content imaging, 48 h; Potency, µM (highest dose often 46.1 µM), for the others: at the top dose re-replication activation, usual class: activators; 340,000 compounds, 1.8% hits; also: potency is read from the fitted curve at half-maximal effect; % of control where 0% means no effect; nearly all actives have a fitted effect of over 55% in size
#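 Hoechst fluorescence of nuclei (405 nm excitation, 500-530 nm emission) measured by plate-scanning imager after 48 hr compound exposure at 37 C; re-replication scored as increased number of nuclei with elevated intensity.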
# DRD3 antagonist: D3 dopamine receptor (human) antagonism | P35462 | D3R cells, DiscoveRx beta-arrestin luminescence, antagonist mode; stronger effect = lower value | max response, negative = inhibition, % | 360,000 compounds, 2.5% hits; in the data active = max response below about -50%; inconclusive = no clear call, values can overlap the other calls; also: % is scaled to controls: 0 for no effect and ±100 for the full control effect; mostly tested at two doses, the higher about 12 µM
# Target sequence (P35462 whole entry, looked up): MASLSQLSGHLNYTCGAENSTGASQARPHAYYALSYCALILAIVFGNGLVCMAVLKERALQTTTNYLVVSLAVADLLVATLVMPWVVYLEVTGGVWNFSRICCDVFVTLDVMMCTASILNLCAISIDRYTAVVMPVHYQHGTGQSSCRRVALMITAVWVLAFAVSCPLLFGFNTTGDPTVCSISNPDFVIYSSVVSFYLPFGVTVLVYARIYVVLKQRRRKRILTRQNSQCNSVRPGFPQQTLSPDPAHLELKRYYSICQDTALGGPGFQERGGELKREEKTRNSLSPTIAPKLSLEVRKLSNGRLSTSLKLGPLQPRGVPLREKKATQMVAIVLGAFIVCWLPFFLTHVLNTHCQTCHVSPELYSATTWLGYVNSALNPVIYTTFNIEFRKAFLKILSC
#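 Cells expressing the human receptor were seeded at 1500 cells/well, incubated overnight at 37 degrees C in 5% CO2, then exposed to library compounds with dopamine controls for 90 minutes at 37 degrees C before luminescent detection.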
# KB-3-1 tox: KB-3-1 parental cell cytotoxicity; 400,000 compounds, 1.4% hits; AID 1347075; KB-3-1 viability, CellTiter-Glo ATP luminescence, 72 h; Potency, µM (highest dose often 46.1 µM), for the others: top-dose activity change, negative = cytotoxic, actives largely listed as cytotoxic; also: potency is read from the fitted curve at half-maximal effect; % is scaled to controls: 0 for no effect and ±100 for the full control effect; nearly all actives have a fitted effect of over 60% in size
#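 KB-3-1 parental drug-naive adenocarcinoma cells in DMEM/10% FBS, incubated 72 h at 37 C with pin-transferred compounds across a concentration series. Viability by CellTiter-Glo luminescence; concentration-response curves fitted after normalization.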
# GLP1R ag: activates the human GLP-1 receptor; 380,000 compounds, 0.007% hits; HEK293 GLP-1R CRE-luciferase, luminescence, 4-6 h; cells express a hypersensitive GLP-1R form; AID 624172; Potency, µM (top dose mostly 45.6 µM), for inactives: at the top dose activation, usual class: activators; P43220; also: potency is read from the fitted curve at half-maximal effect; % of control where 0% means no effect
# Target sequence (P43220 whole entry, looked up): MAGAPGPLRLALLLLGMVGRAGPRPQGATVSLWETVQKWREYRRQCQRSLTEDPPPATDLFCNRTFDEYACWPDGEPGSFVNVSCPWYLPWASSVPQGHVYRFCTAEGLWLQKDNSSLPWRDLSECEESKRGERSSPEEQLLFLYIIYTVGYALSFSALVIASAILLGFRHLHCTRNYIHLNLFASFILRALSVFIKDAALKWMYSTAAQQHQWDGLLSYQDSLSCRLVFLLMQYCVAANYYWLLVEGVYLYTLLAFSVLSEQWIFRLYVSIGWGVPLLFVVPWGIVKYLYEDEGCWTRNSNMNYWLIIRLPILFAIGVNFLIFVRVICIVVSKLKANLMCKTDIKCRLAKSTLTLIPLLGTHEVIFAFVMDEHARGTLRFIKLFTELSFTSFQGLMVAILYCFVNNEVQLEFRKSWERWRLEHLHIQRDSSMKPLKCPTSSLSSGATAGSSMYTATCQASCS
# KB-V1 MDR tox: KB-V1 MDR subline cytotoxicity | KB-V1 MDR cells viability, CellTiter-Glo, 72 h | Potency, µM (highest dose often 46.1 µM), inactives show at the top dose activity change, negative = cytotoxicity, usual class: cytotoxic | 400,000 compounds, 3.4% hits | AID 1347076; also: potency is read from the fitted curve at half-maximal effect; % is scaled to controls: 0 for no effect and ±100 for the full control effect; nearly all actives have a fitted effect of over 60% in size
#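 KB-V1, DMEM (no phenol red) + 10% FBS; cpd pin-transferred, titration series; 72 h, 37 degrees C; CellTiter-Glo, luminescence. Data normalized, curve-fit.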
# HT1080NT lethal: kills 2HG-producing HT-1080-NT fibrosarcoma cells; HT-1080-NT fibrosarcoma viability, CellTiter-Glo ATP luminescence, 48 h; Potency, µM (series often up to 46.1 µM), inactives show at the highest dose activity, negative = less viability, most hits filed as cytotoxic; 360,000 compounds, 1.6% hits; AID 686970;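 also: NT is the 2HG producing partner of a matched IDH1 knockdown line; potency is read from the fitted curve at half-maximal effect; 0% = DMSO-treated cells and -100% = media-only wells without cells; nearly all actives have a fitted effect of over 55% in size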
#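 750 cells/well, RPMI + 5% FBS; 2 h settle, compound pin-transfer, 48 h at 37 degrees C. CellTiter-Glo 10 min RT, luminescence. Normalized to DMSO and media-only wells.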
# IL-1B inflam inh: inhibitors of inflammasome signaling (IL-1 beta secretion); THP-1 LPS/ATP IL-1B secretion, AlphaLISA, 16 h; stronger effect = lower value; activity change, % at 57.5 µM; 360,000 compounds, 4.7% hits; AID 743279; in the data active = activity change below about -50%; inconclusive = mostly about -30% to -49%; also: % is scaled to controls: 0 for no effect and ±100 for the full control effect
#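 Secreted IL-1B measured by AlphaLISA bead assay after 16 h compound exposure of THP-1 cells; compounds (final up to 57.5 uM) added 1 h before LPS (250 ng/mL) and ATP (1.25 mM) stimulation; lower signal means less secretion.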
# DRD3 agonist: D3 dopamine receptor (human) agonism. P35462. D3R DiscoveRx beta-arrestin cells, luminescence, 90 min. max activation, %. 410,000 compounds, 0.58% hits. AID 652048; in the data active = max activation above about 30%; also: 0% is about no effect; mostly tested at two doses, the higher about 12 µM
#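 Cells at 1500/well, incubated overnight, then treated with pinned compounds (dopamine as control) for 90 min at 37 degrees C. DiscoveRx reagent added for 30 - 60 minutes at room temperature; luminescence read.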
# HT1080 IDH1KD tx: toxicity to HT-1080 IDH1 knockdown cells (counter line); HT-1080 IDH1 knockdown viability, ATP luminescence, 48 h; Potency, µM (doses to about 46.1 µM), inactives show top-dose activity, negative = toxicity, actives largely listed as cytotoxic; 360,000 compounds, 2% hits; AID 686971;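 also: potency is read from the fitted curve at half-maximal effect; 0% = DMSO wells and -100% = cell-free medium wells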
#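 IDH1KD HT-1080 cells, 750/well, RPMI + 5% FBS; compound pinned after 2 h settling; 48 h, 37 °C; CellTiter-Glo luminescence; % activity normalised to DMSO and no-cell wells; curves fitted, classed by r2 and efficacy.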
# * marks the source's active call; other numbers are inactive results; i = inactive; ? = inconclusive; · = not tested or not shown; [ ] = dose if it differs, or a comment. Unless noted, calls follow the shape of the dose curve; as a rule, active = well fitted curve in the direction sought with a large enough effect; inconclusive = small, poorly fitted or top-dose-only effect, or another doubt; inactive = no such curve, though single readings can be large; an effect the other way counts as inactive or inconclusive.
SMILES,SW480 rerep,DRD3 antagonist,KB-3-1 tox,GLP1R ag,KB-V1 MDR tox,HT1080NT lethal,IL-1B inflam inh,DRD3 agonist,HT1080 IDH1KD tx
COc1ccc(-c2cc(C)nc3nc(N)nn23)cc1,-1%,3,-10%,5%,-2%,-2%,-25,-9,-2%
O=c1c(Cc2c(F)cccc2Cl)c(O)ccn1CCc1c[nH]c2ccccc12,-40%,-8,4%,-5%,?,6%,-9,5,3%
CCOC(=O)c1nn(-c2ccccc2Cl)c(=O)cc1OCC(=O)Nc1cccc(OC)c1,1%,24,7%,-2%,-7%,1%,10,0,-2%
COc1ccc(N2C(=O)CCC(C(=O)N3CCCCC3)C2c2ccc(OC)c(OC)c2)cc1 (stereo not drawn),-26%,-27,2%,-6%,19%,24%,13,-3,25%
CC(C)(C)OC(=O)N1CCC(CC2CC(c3cccc(Br)c3)=NO2)(C(=O)O)CC1 (stereo not drawn),-10%,5,1%,-5%,27%,-1%,26,-25,-5%
O=C(CN1CCCSc2ccccc21)N1CCN(S(=O)(=O)c2cccc(F)c2)CC1,-9%,-26,?,-3%,3%,-11%[9.24 µM],-9,-6,-21%
COc1ccccc1N(C)S(=O)(=O)c1ccc(Cl)c(C(=O)N2CCC(C(N)=O)CC2)c1,-42%,-10,7%,3%,6%,29%,0,-4,13%
CCCC(=O)Nc1nc(C)c(C(C)=O)s1,-3%,26,3%,15%,0%,11%,-5,1,18%
CC(=O)OCC#CCSc1nc2ccccc2n1C,-108%[inhibitor],-18,-4%,7%,-13%,0%,12,-11,-21%
CC(=O)Nc1ccc(NC(=O)CSc2nnc(-c3cc(C)[nH]n3)n2N)cc1,1%,-3,9%,-1%,?,0%,-7,4,6%
O=C(O)c1cccc(NC(=O)c2ccc3c(c2)C(=O)N(C2CCCCC2)C3=O)c1,1%,6,-1%,-8%,7%,11%,10,4,-4%
CP(=O)(COC(=O)c1ccccc1)COC(=O)c1ccccc1,-2%,0,-3%,5%,11%,3%,0,-9,-2%

# 4 of these compounds, reformatted:
mol	SW480 rerep	DRD3 antagonist	KB-3-1 tox	GLP1R ag	KB-V1 MDR tox	HT1080NT lethal	IL-1B inflam inh	DRD3 agonist	HT1080 IDH1KD tx
CCCC(=O)Nc1nc(C)c(C(C)=O)s1	-3%	26	3%	15%	0%	11%	-5	1	18%
CC(=O)OCC#CCSc1nc2ccccc2n1C	-108%[inhibitor]	-18	-4%	7%	-13%	0%	12	-11	-21%
CC(=O)Nc1ccc(NC(=O)CSc2nnc(-c3cc(C)[nH]n3)n2N)cc1	1%	-3	9%	-1%	?	0%	-7	4	6%
O=C(O)c1cccc(NC(=O)c2ccc3c(c2)C(=O)N(C2CCCCC2)C3=O)c1	1%	6	-1%	-8%	7%	11%	10	4	-4%

# (cont.)
SMILES,SW480 rerep,DRD3 antagonist,KB-3-1 tox,GLP1R ag,KB-V1 MDR tox,HT1080NT lethal,IL-1B inflam inh,DRD3 agonist,HT1080 IDH1KD tx
CC1CC(=Cc2ccc([N+](=O)[O-])cc2)C(=O)O1 (stereo not drawn),1%,-7,-1%,-1%,0%,2%,-13,3,11%
O=C(CN1C(=O)NC2(CCCCC2)C1=O)Nc1ccccc1N1CCCC1,0%,-5,-2%,9%,?,-5%,-4,-3,-4%
CCn1c(C(=O)O)c(CC(=O)Nc2ccccc2OC)c2ccccc21,-13%,-2,7%,-1%,10%,18%,0,3,15%
Cc1nc2sc(C(c3cccc(F)c3)N3CCOCC3)c(O)n2n1 (stereo not drawn),0%,-19,-6%,1%,?,-3%,2,0,-1%
O=C(CSc1n[nH]c(-c2ccncc2)n1)Nc1ccc(Cl)c(Cl)c1,-3%,2,27%,5%,-11%,-14%,38,4,-10%
Cc1cccc(C(=O)O/N=C/c2ccc(Br)cc2)c1,3%,3,11%,11%,4%,10%,7,5,20%
COc1ccc(NC(=O)CN2CCC(NC(=O)C3CCCCC3)CC2)cc1,1%,?,-2%,1%,9%,-7%,-13,-7,0%
O=C(NCc1ccc(F)cc1)c1c(O)c2cccc3c2n(c1=O)CCC3,0%,1,1%,-1%,0%,23%,1,6,22%
Cc1ccnc(N2C(=O)c3ccccc3C2=O)c1,-4%,0,-4%,-1%,?,17%,4,2,24%
CS(=O)(=O)N1CCc2cc(-c3csc(NC(=O)C(c4ccccc4)c4ccccc4)n3)ccc21,-1%,-24,3%,2%,?,?,16,1,0%
CCCCN1CC(=O)N2[C@H]3c4ccccc4OC[C@@H]3[C@H](C(=O)OCC)[C@]2(C)C1=O,-19%,4,0%,-1%,16%,7%,32,-15,10%
O=C(NCC(c1ccco1)N1CCOCC1)c1ccc([N+](=O)[O-])cc1 (stereo not drawn),-2%,2,-4%,-1%,17%,12%,0,7,11%
CCC1=NC(c2ccc(OC)c(OC)c2)N(O)C1(C)C (stereo not drawn),-29%,20,0%,-7%,15%,5%,-4,2,4%
CCOC(=O)c1c(NC(N)=O)nc2n1CCC2,-8%,-8,21%,2%,0%,-1%,-1,-12,-3%
Cc1[nH]n(-c2ccccc2)c(=O)c1CCOC(=O)c1ccc(C(F)(F)F)cc1,14%,?,-3%,4%,0%,1%,17,0,1%
CCCn1nc(C(=O)NC2CCCC2)c2ccccc2c1=O,-5%,-12,1%,-3%,-13%,-8%,17,0,15%
CC(=O)c1ccc(NC(=O)C(C)OC(=O)c2ccc(Br)o2)cc1 (stereo not drawn),0%,-28,2%,10%,-13%,-3%,-6,-19,-3%
Cc1cc(C(F)F)n2nc(C(=O)Nc3c(F)cc(F)cc3Br)nc2n1,1%,-15,23%,-20%,0%,-1%,-13,0,3%
O=C(NNC(=O)c1ccccc1Br)c1ccccc1Cl,0%,15,-3%,21%,11%,-1%,-6,-7,5%
CC(C)CNc1ncnc2c1ncn2[C@H]1CN(Cc2cccc3ccccc23)C[C@@H](CO)O1,·,0,-8%,12%,?,?,-16,-8,?
COCc1ccc(C(=O)N(C)CC2CCCN(CCc3ccc(OC)cc3)C2)o1 (stereo not drawn),-8%,-20,0%,-6%,1%,3%,-10,-8,2%
CCCCC(=O)Nc1cc(C)c2c(=O)oc3ccccc3c2n1,2%,8,0%,-2%,-5%,1%,28,6,-2%
Cc1cc2ccccc2c(=O)n1CC(=O)NCC1COc2ccccc2O1 (stereo not drawn),0%,10,-4%,4%,3%,0%,12,2,-1%
O=C1CN(c2ccc(F)cc2)C(=S)N1c1ccccc1,-4%,1,?,3%,13%,1%,8,8,15%

# Five structures from above, arranged by heavy-atom count, low to high:
SMILES,SW480 rerep,DRD3 antagonist,KB-3-1 tox,GLP1R ag,KB-V1 MDR tox,HT1080NT lethal,IL-1B inflam inh,DRD3 agonist,HT1080 IDH1KD tx
O=C1CN(c2ccc(F)cc2)C(=S)N1c1ccccc1,-4%,1,?,3%,13%,1%,8,8,15%
CCCn1nc(C(=O)NC2CCCC2)c2ccccc2c1=O,-5%,-12,1%,-3%,-13%,-8%,17,0,15%
CC(=O)c1ccc(NC(=O)C(C)OC(=O)c2ccc(Br)o2)cc1 (stereo not drawn),0%,-28,2%,10%,-13%,-3%,-6,-19,-3%
Cc1cc2ccccc2c(=O)n1CC(=O)NCC1COc2ccccc2O1 (stereo not drawn),0%,10,-4%,4%,3%,0%,12,2,-1%
COCc1ccc(C(=O)N(C)CC2CCCN(CCc3ccc(OC)cc3)C2)o1 (stereo not drawn),-8%,-20,0%,-6%,1%,3%,-10,-8,2%

# Next part
SMILES,SW480 rerep,DRD3 antagonist,KB-3-1 tox,GLP1R ag,KB-V1 MDR tox,HT1080NT lethal,IL-1B inflam inh,DRD3 agonist,HT1080 IDH1KD tx
CN(Cc1c(F)cccc1Cl)C(=O)CCc1c[nH]c2ccccc12,12%,15,-3%,16%,-1%,-8%,-19,-3,-18%
COc1cc(CNCc2ccccc2Cl)ccc1OCC(=O)NC1CCCCC1,24%,-18,-4%,13%,-11%,-14%,0,5,-25%
NS(=O)(=O)c1ccc(CCNC(=O)CN2CCCCC2)cc1,?,19,0%,0%,?,13%,-3,7,14%
CCCC(=O)Nc1cccc(NC(=O)c2ccc3c(c2)OCO3)c1,-12%,23,17%,-4%,-14%,-8%,22,-6,-6%
CC(CC1C(C#N)=C(N)OC2=C1C(=O)CCC2)c1ccccc1 (stereo not drawn),7%,17,27%,5%,?,22%,5,2,0%
COc1ccc(/C=C/C(=O)NCC(=O)N/N=C(/C)c2ccc(Cl)cc2)cc1,-12%,-10,-3%,0%,?,2%,-4,-6,-1%
CCC(Sc1ncnc2sc(C)c(C)c12)C(=O)OC (stereo not drawn),-6%,11,-2%,5%,-3%,-11%,21,-1,0%
CC(C)[C@H](NC(=O)c1ccco1)C(=O)Nc1ccc(N2CCCCCC2)cc1,·,15,15%,0%,4%,6%,-4,1,12%
O=C(NNS(=O)(=O)c1ccc(Br)cc1)c1csnn1,18%,9,?,15%,?,8%,-12,5,7%
O=C(C1CCN(S(=O)(=O)c2ccccc2)CC1)N1CCN(c2ccccc2)CC1,?,-26,5%,-5%,-24%,?,i,-4,-19%
CC(C)c1ccc(/C=N/NC(=O)c2nnn(-c3nonc3N)c2CN2CCOCC2)cc1,-12%,4,2%,-1%,18%,-22%,15,3,?

# Bioassay records from PubChem.
